Salmonella PhoP GFP = PhoP-dependent GFP reporter repression – Salmonella Typhimurium, primary screen (AID 1863); inhibition, % at 50 µM, or IC50 in µM where a hit was titrated; 300,000 tested, 0.16% active; S. Typhimurium PhoP-regulated promoter GFP reporter, 4 h; higher % means a stronger effect;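 active = inhibition over 29.93%, a cutoff 3 SD above the screen mean, later confirmed by dose response; inconclusive = inhibition over 29.93% but no dose response follow-up; inactive = inhibition at most 29.93% or unconfirmed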;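 also: 0% = low Mg2+ inducing control and 100% = high Mg2+ repressing control; strong numbers were not always called active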
MgcRacGAP inhibition = MgcRacGAP GTPase-activating activity inhibitors, confirmation, biochemical, ADP Hunter fluorescence | inhibition, % at 30 µM, or IC50 in µM where a hit was titrated | AID 624330 | MgcRacGAP-stimulated Rac1 GTP hydrolysis, ADP Hunter fluorescence; higher % means a stronger effect; GST-tagged Rac1 F28L mutant substrate | 340,000 tested, 0.6% active;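 active = first-screen hits whose inhibition reached a set limit at any dose in the follow-up dose series; inconclusive = inhibition above the set first-screen limit but never retested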;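 also: fluorescence reports GDP produced by GAP-driven GTP hydrolysis; strong numbers were not always called active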
NTR1 ag = NTR1-driven beta-arrestin-GFP spot formation – imaging, U2OS cells, high content, primary screen (AID 493036). 330,000 tested, 0.17% active. activation, % at 20 µM. agonist mode;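 active = activation at or above 40% of the spot to cytoplasm intensity ratio, with at least 20 cells analyzed; inconclusive = wells under 20 cells, flagged as cytotoxic or low count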;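 also: 0% = DMSO without peptide and 100% = 100 nM NTR1 peptide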
Target sequence (P30989 whole entry, looked up): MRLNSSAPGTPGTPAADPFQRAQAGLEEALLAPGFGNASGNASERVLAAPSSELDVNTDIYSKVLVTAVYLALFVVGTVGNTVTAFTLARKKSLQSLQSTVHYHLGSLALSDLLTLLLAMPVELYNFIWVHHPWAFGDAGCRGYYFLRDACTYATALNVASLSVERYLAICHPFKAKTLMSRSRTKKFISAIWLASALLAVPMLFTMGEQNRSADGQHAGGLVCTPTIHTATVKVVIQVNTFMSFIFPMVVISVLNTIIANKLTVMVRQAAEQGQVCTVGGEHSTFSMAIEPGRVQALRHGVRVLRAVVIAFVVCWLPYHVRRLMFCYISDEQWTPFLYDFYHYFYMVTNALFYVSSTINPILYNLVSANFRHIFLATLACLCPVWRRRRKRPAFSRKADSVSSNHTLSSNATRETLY
LYP phosphatase = inhibitors of LYP phosphatase, biochemical, fluorescence intensity, uHTS (AID 1779); recombinant LYP phosphatase, fluorescence intensity; higher % means a stronger effect; inhibition, % at 11.5 µM; hits with a dose series show IC50 in µM; 290,000 tested, 0.054% active; in the data active = inhibition above about 50%;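 also: plate controls were vehicle with enzyme for no effect and no enzyme for full effect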
GPR35 arrestin U2OS = GPR35 antagonists blocking zaprinast-driven arrestin recruitment, primary screen, imaging, U2OS, beta-arrestin-GFP, zaprinast agonist (AID 2058) | U2OS GPR35 beta-arrestin-GFP translocation imaging, zaprinast antagonism; higher % means a stronger effect | inhibition, % at 10 µM, or IC50 in µM where a hit was titrated | 290,000 tested, 0.052% active;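 active = inhibition of at least 50% with at least 30 cells and total cytoplasm GFP at most 10,000,000; inconclusive = under 30 cells or total GFP of 10,000,000 plus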
GPR55 LPI antagonism = inhibition of LPI-stimulated GPR55 beta-arrestin translocation – imaging, U2OS, beta-arrestin-GFP, LPI agonist, primary screen (AID 2013); U2OS GPR55 beta-arrestin-GFP translocation imaging, LPI antagonism; higher % means a stronger effect; inhibition, % at 10 µM; hits with a dose series show IC50 in µM; 290,000 tested, 0.13% active;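 active = spots per cell inhibited over 60%, with over 100 cells counted and total cytoplasm intensity under 500,000; inconclusive = wells with under 100 cells, flagged as likely toxic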;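 also: U2OS cells stably carrying GPR55 and arrestin-GFP stimulated by 5 µM LPI near EC80; imaged beta-arrestin-GFP aggregate spots per cell after agonist stimulation; plate controls were LPI-stimulated DMSO wells for no effect and DMSO wells without LPI for full effect; some results filed as inactive read as strong as hits; confirmed hits need IC50 under 10 µM and bright autofluorescent wells are also inconclusive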
HIV fusion peptide = cell-free HIV fusion peptide-binding blockers – biochemical, uHTS, fluorescence dequenching, primary screen (AID 1986) | cell-free peptide binding, fluorescence dequenching, 30 min; higher % means a stronger effect | 290,000 tested, 0.3% active | inhibition, % at 20 µM, or IC50 in µM where a hit was titrated; in the data active = inhibition mostly above about 52%, no sharp cut-off; inactive = mostly below about 76%; also: some results filed as inactive read as strong as hits
Myeloid diff MLP = myeloid differentiation induction | ER-HoxA9 myeloid progenitors, lysozyme-GFP differentiation, flow cytometry | calls only at 10 µM | 360,000 tested, 1% active;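 active = normalized GFP-positive differentiation at or above the plate's own cutoff, the solvent-only control mean plus 3 SD; inconclusive = no clear call, values can overlap the other calls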;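 also: cells exposed to compound for four days before flow analysis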
Siah-1 displacement = blockers of Siah-1 interaction with plectin peptide – biochemical, fluorescence polarization, rhodamine-plectin, uHTS, primary screen (AID 1817); 290,000 tested, 0.02% active; Siah-1 / rhodamine-plectin peptide fluorescence polarization; higher % means a stronger effect; displacement, % at 20 µM, or IC50 in µM where a hit was titrated;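 active = displacement of at least 50% at 20 µM, with a fluorescence ratio check between 0.3 and a set limit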;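 also: plate controls were Siah plus tracer with DMSO for no effect and tracer alone without Siah for full effect; strong numbers were not always called active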
NTR1 ag cell count 20 µM = further read-out of NTR1 ag, marked with its call; cell count; measured here: cell count, cytotoxicity flag
Myeloid diff MLP GFP+ MAC1+ % = second read-out of Myeloid diff MLP, no call of its own (marks repeat the call); GFP+ MAC1+ double positive, %; measured here: differentiation confirmed by MAC1 staining
Active calls of the source: *; i = inactive; ? = inconclusive; / = no result given. Not a hit list; any-hit rate near 2.4%.

No.	Structure	Siah-1 displacement	NTR1 ag	Salmonella PhoP GFP	NTR1 ag cell count 20 µM	LYP phosphatase	GPR55 LPI antagonism	MgcRacGAP inhibition	HIV fusion peptide	GPR35 arrestin U2OS	Myeloid diff MLP	Myeloid diff MLP GFP+ MAC1+ %
1	COC(=O)c1cc(OC)c(OC)cc1NC(=S)Nc1cc(Cl)ccc1OC	-2%	1.3	8%	66	-4%	8%	11%	-2.0%	3%	i	0.7
2	O=C(Nc1sc2c(c1-c1nc3ccccc3[nH]1)CCCC2)C1CCCC1	-7%	11	21%	65	3%	-1%	9%	-1.3%	14%	i	2.9
3	CCC(C(=O)OCC(=O)Nc1ccc2[nH]c(=O)[nH]c2c1)c1ccccc1 (configuration not stated)	/	0.7	9%	75	/	/	17%	/	/	i	1.4
4	Cc1ncoc1C(=O)N1CCCC(C(=O)c2ccc(-c3ccccc3)c(F)c2)C1 (configuration not stated)	-6%	1.9	-3%	69	-1%	5%	9%	-0.7%	-23%	i	0.5
5	Cc1ccc(-n2nc3cc(C)c(NC(=S)NC(=O)/C=C/c4ccco4)cc3n2)cc1	23%	2.8	6%	57	8%	5%	3%	54%	0%	i	1.1
6	CN1CCC(=NNC(=O)CN(c2cccc(Br)c2)S(C)(=O)=O)CC1	4%	-1.2	9%	73	-2%	-7%	8%	1.1%	0%	i	0.6
7	CCNc1nc(-c2ccc(OC(F)F)cc2)c(C)s1	2%	1.5	-4%	44	3%	-4%	14%	2.9%	0%	i	0.6
8	COc1ccc(C(=O)N2CCC(O)(c3ccc(Cl)cc3)CC2)cc1OC	-9%	-0.2	0%	40	-3%	-6%	14%	-0.7%	6%	i	0.3
9	O=C(CC(=O)c1cc(Cl)ccc1O)c1ccccc1	5%	15	-5%	66	1%	-12%	5%	3.3%	-18%	i	2.4
10	O=C(NCC(=O)N(c1ccc(F)cc1)C(C(=O)NC1CCCC1)c1ccncc1)c1ccco1 (configuration not stated)	0%	1.8	3%	49	-7%	1%	-7%	-0.2%	7%	i	2.2
11	O=C(CCN1C(=O)C2C3CCC(C3)C2C1=O)Nc1ccccc1C(F)(F)F (configuration not stated)	2%	0.9	-5%	81	17%	0%	10%	0.2%	16%	i	0.4
12	O=C(c1cccs1)N(C(=O)c1cccs1)c1ccc(Br)cn1	-1%	4.6	-2%	72	0%	8%	-1%	2.0%	-5%	i	0.7

Reprinted: nos. 1–10
No.	Structure	Siah-1 displacement	NTR1 ag	Salmonella PhoP GFP	NTR1 ag cell count 20 µM	LYP phosphatase	GPR55 LPI antagonism	MgcRacGAP inhibition	HIV fusion peptide	GPR35 arrestin U2OS	Myeloid diff MLP	Myeloid diff MLP GFP+ MAC1+ %
1	COC(=O)c1cc(OC)c(OC)cc1NC(=S)Nc1cc(Cl)ccc1OC	-2%	1.3	8%	66	-4%	8%	11%	-2.0%	3%	i	0.7
2	O=C(Nc1sc2c(c1-c1nc3ccccc3[nH]1)CCCC2)C1CCCC1	-7%	11	21%	65	3%	-1%	9%	-1.3%	14%	i	2.9
3	CCC(C(=O)OCC(=O)Nc1ccc2[nH]c(=O)[nH]c2c1)c1ccccc1 (configuration not stated)	/	0.7	9%	75	/	/	17%	/	/	i	1.4
4	Cc1ncoc1C(=O)N1CCCC(C(=O)c2ccc(-c3ccccc3)c(F)c2)C1 (configuration not stated)	-6%	1.9	-3%	69	-1%	5%	9%	-0.7%	-23%	i	0.5
5	Cc1ccc(-n2nc3cc(C)c(NC(=S)NC(=O)/C=C/c4ccco4)cc3n2)cc1	23%	2.8	6%	57	8%	5%	3%	54%	0%	i	1.1
6	CN1CCC(=NNC(=O)CN(c2cccc(Br)c2)S(C)(=O)=O)CC1	4%	-1.2	9%	73	-2%	-7%	8%	1.1%	0%	i	0.6
7	CCNc1nc(-c2ccc(OC(F)F)cc2)c(C)s1	2%	1.5	-4%	44	3%	-4%	14%	2.9%	0%	i	0.6
8	COc1ccc(C(=O)N2CCC(O)(c3ccc(Cl)cc3)CC2)cc1OC	-9%	-0.2	0%	40	-3%	-6%	14%	-0.7%	6%	i	0.3
9	O=C(CC(=O)c1cc(Cl)ccc1O)c1ccccc1	5%	15	-5%	66	1%	-12%	5%	3.3%	-18%	i	2.4
10	O=C(NCC(=O)N(c1ccc(F)cc1)C(C(=O)NC1CCCC1)c1ccncc1)c1ccco1 (configuration not stated)	0%	1.8	3%	49	-7%	1%	-7%	-0.2%	7%	i	2.2

Carrying on.
No.	Structure	Siah-1 displacement	NTR1 ag	Salmonella PhoP GFP	NTR1 ag cell count 20 µM	LYP phosphatase	GPR55 LPI antagonism	MgcRacGAP inhibition	HIV fusion peptide	GPR35 arrestin U2OS	Myeloid diff MLP	Myeloid diff MLP GFP+ MAC1+ %
13	CCC(=O)Nc1sc(Cc2ccc3c(c2)OCO3)c(C)c1C(N)=O	1%	0.7	-8%	62	2%	7%	5%	-0.3%	-12%	i	1.0
14	Cc1ccc(C)c(NC(=O)C2CC(=O)N(C(C)C)C2)c1 (configuration not stated)	-1%	2.1	-7%	83	-8%	9%	9%	-2.7%	3%	i	2.1
15	O=C(COC(=O)c1cc([N+](=O)[O-])ccc1NCCO)NCc1cccs1	-4%	0.0	-6%	29	-3%	12%	4%	-0.5%	6%	i	0.5
16	Cc1nc(NC(C)C)c2cnn(CCc3ccccc3)c2n1	3%	1.3	3%	37	-9%	6%	7%	2.1%	-1%	/	/
17	Nc1nnc(SCC(=O)NC2CCCCC2)s1	7%	-0.4	0%	45	-6%	7%	9%	2.9%	-13%	i	0.8
18	CC(=O)Nc1ccc(S(=O)(=O)Nc2cccc(NC(=O)C(C)(C)C)c2)cc1	4%	-1.6	18%	94	-2%	9%	1%	-2.7%	-13%	i	0.6
19	COC(=O)C(=NNc1c(C)n(C)n(-c2ccccc2)c1=O)C(=O)OC	5%	0.9	-1%	45	-1%	4%	3%	3.4%	-5%	i	0.5
20	Cc1cc(NC(c2cccnc2)c2c(C)[nH]c3ccccc23)no1 (configuration not stated)	4%	0.1	-1%	35	2%	-5%	8%	0.7%	1%	i	1.4
21	O=[N+]([O-])c1ccc(N2CCN(S(=O)(=O)c3ccccc3)CC2)cc1NCc1ccco1	-7%	-0.1	6%	46	5%	6%	/	1.1%	18%	/	/
22	Cc1[nH]nc(N)c1-c1ccc(Cl)cc1	5%	2.0	4%	52	-6%	-1%	1%	-0.7%	-10%	i	0.3
23	Cc1ccc2c(c1)N(CC(=O)NC1CCCC1)C(=O)c1cccnc1O2	-7%	-1.3	/	55	-6%	5%	-6%	-0.5%	5%	i	1.8
24	N#C/C(=C\c1ccc(Cl)c([N+](=O)[O-])c1)c1ccccn1	2%	12	0%	33	6%	8%	-1%	-2.9%	-22%	i	0.0
25	CCOc1cc(N2CCOCC2)c(OCC)cc1NC(=O)COC(=O)c1cccc2ccccc12	-1%	2.2	5%	90	4%	1%	12%	-1.2%	7%	i	0.5
26	COc1ccc(/C=C(/NC(=O)c2ccccc2OC)C(=O)Nc2ccc(C(=O)O)cc2)cc1	2%	1.8	6%	64	3%	5%	8%	0.3%	-5%	i	0.0
27	Cc1ccc(C)c(NC(=O)NCc2ccccn2)c1	-1%	-0.7	0%	57	-10%	2%	5%	-0.7%	-17%	i	2.0
28	CCN(CC)C(=O)N1CCN(C(=O)N(CC)CC)CC1	10%	-1.4	/	92	-4%	6%	8%	-1.5%	-14%	i	0.1
29	Cc1ccc(NC(=O)Nc2ccc3c(c2)N(C)C(=O)CS3)cc1C	-6%	2.6	9%	62	2%	30%	8%	-2.9%	-4%	i	2.5
30	Cc1nc(N2CCN(c3ccccc3)CC2)nc2c1C(=O)CC(c1ccccc1)C2 (configuration not stated)	6%	6.5	13%	37	4%	11%	7%	1.5%	3%	i	0.4
31	Nc1c(C(=O)NCC2CCCO2)sc2nc3c(c(-c4ccco4)c12)CC/C3=C\c1ccco1 (configuration not stated)	65%	/	-7%	/	31%	12%	?	65%*	9%	i	0.4
32	OCc1nnc2c3ccccc3c(-c3ccccc3)nn12	-1%	2.5	1%	48	1%	11%	8%	0.9%	-7%	i	8.3
33	CCn1c(CC(=O)Nc2cccc(OC)c2)nnc1SCC(=O)N1CCN(c2ccccc2)CC1	0%	-0.1	0%	66	-6%	7%	7%	2.1%	-7%	i	8.1
34	O=C(c1ccc([N+](=O)[O-])s1)N1CCc2ccccc2C1	5%	3.3	-2%	45	-5%	8%	-10%	-0.1%	-7%	i	0.5
35	Cc1ccccc1NC(=S)NC1CCN(Cc2ccccc2)CC1	-4%	-0.7	73%	66	1%	12%	-5%	1.6%	4%	i	0.6
36	Cc1nc(Cl)c(C(=O)NCc2ccccc2)c(C)c1[N+](=O)[O-]	12%	-1.3	-3%	94	-9%	10%	5%	-0.8%	-12%	i	0.3
37	CCOC(=O)c1cc(NC(=O)CCC(=O)O)ccc1N1CCCCC1	-3%	-0.1	1%	38	-6%	2%	3%	-2.0%	9%	i	0.5
38	Cc1cc(C)c(C)c(S(=O)(=O)N2CCC(C(=O)Nc3ccccc3N3CCOCC3)CC2)c1C	-2%	0.7	0%	41	4%	10%	2%	-1.3%	-4%	i	0.0
39	O=C(CSc1nc2ccccc2[nH]1)N/N=C/C=C/c1ccccc1[N+](=O)[O-]	6%	2.5	9%	62	-6%	-13%	5%	0.0%	-7%	i	0.2
40	Cc1ccc(C(=O)N2N=C(c3cccc(NS(C)(=O)=O)c3)CC2c2cccs2)cc1 (configuration not stated)	-1%	4.6	5%	81	-3%	1%	5%	0.3%	-7%	i	4.7
41	CN(C)C(CNC(=O)C1CCN(S(=O)(=O)c2ccc(Cl)cc2)CC1)c1ccccc1 (configuration not stated)	1%	0.6	-2%	85	-7%	8%	6%	0.2%	8%	i	0.3
42	Cc1ccsc1-c1nc(CSCC(=O)N2CCN(c3ccccc3)CC2)c(C)o1	-8%	2.5	-1%	90	-3%	-4%	10%	-2.3%	7%	i	1.7
43	CCN(CC)C(=O)c1n[nH]c(=O)c2ccccc12	2%	-0.5	3%	51	0%	1%	8%	0.6%	-12%	i	8.1
